KLF5 inh: suppresses KLF5 promoter-driven expression; DLD-1 KLF5 promoter-luciferase reporter, luminescence; inhibition, % at 5 µM; actives 0.23% (n = 290,000); AID 1700;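 active means inhibition above a per-plate limit of that plate's mean compound inhibition plus 3 SD, cut at about 60% in these data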;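 further: 0% = DMSO wells and 100% = LY294002 at 200 µM; higher means less KLF5 promoter-driven luciferase light; inactives centre near -14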
IEC-6 cytotox: kills IEC-6 intestinal cells in KLF5 counter-screen | IEC-6 cytotoxicity, luminescence viability | inhibition, % at 5 µM | actives 0.78% (n = 290,000) | AID 1825; in the data active means inhibition above about 22%;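 further: 0% = plate median of test compound wells and 100% = cytotoxic reference compound wells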
HSP90 refold inh: blocks HSP90-mediated luciferase refolding in reticulocyte lysate; Rabbit reticulocyte lysate, luciferase refolding luminescence, 3 h; inhibition, % at 5.6 µM; actives 0.91% (n = 290,000);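 active means inhibition above the screen-wide mean plus 3 SD, computed separately per campaign, cut at about 16% in these data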;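 further: 0% = DMSO wells and 100% = 60 µM geldanamycin wells; inhibitors lower the luminescence because luciferase stays unfolded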
Numbers without * were called inactive. Only part of the results is shown; count on the stated rates, not on these rows.

Each structure is followed by: KLF5 inh | IEC-6 cytotox | HSP90 refold inh
- COc1ccc(N2C(=O)N(Cc3ccccc3F)c3ccccc3S2(=O)=O)cc1
→ -11 | 2 | 8
- COC(=O)c1cccc(Oc2nc(N3CCOCC3)nc(N3CCOCC3)n2)c1
→ -33 | 2 | -3
- COc1ccc(O[C@H]2C=C[C@@H](c3ccccc3)O[C@@H]2CO/N=C(\C)CCN2CCCCc3nc(C)c(C)cc32)cc1
→ -27 | -8 | -1
- COC(=O)Cn1cnc(=O)c(C#N)c1/C=C/N(C)C
→ -19 | 10 | 6
- COc1ccc2c(c1)NC(c1cc(Cl)cc(Cl)c1O)c1cccn1-2 (stereo not drawn)
→ -20 | 9 | 3
- CCc1nnc2n1N=C(c1ccc(-c3ccc(Cl)cc3Cl)o1)CS2
→ -35 | -2 | 2
- Nc1nnc(-c2cc3c(ccc4ccccc43)oc2=O)s1
→ -16 | 7 | 2
- COCCN1C(=O)C(=O)/C(=C(/O)c2ccc(S(=O)(=O)N3CCOCC3)cc2)C1c1ccc(C(C)C)cc1 (stereo not drawn)
→ -43 | -10 | -3
- N#C/C(C(=O)N1CCOCC1)=C1/SC=C(c2ccccc2)N1c1ccccc1
→ 12 | 3 | 1
- CCCCc1c(O)nc(SCCC(=O)O)[nH]c1=O
→ -8 | -4 | -3
- CN(C)c1ccc(C2CC(c3ccccc3)=Nc3nc(-c4ccccc4)cn32)cc1 (stereo not drawn)
→ -18 | -4 | -5
- CCN1C(=O)/C(=C2/Sc3ccc(OC)cc3N2C)SC1=Nc1ccc(C(C)=O)cc1
→ 8 | 6 | -3
- CC1C(=O)CC(c2ccco2)NC1c1ccco1 (stereo not drawn)
→ -24 | 1 | 3
- Cc1ccc2cc(N)ccc2n1
→ -25 | -4 | -3
- O=C(O)CNS(=O)(=O)c1ccc(-c2ccccc2)cc1
→ -34 | -6 | -4
- O=C(c1ccc(-c2ccccc2)cc1)N1CCN(c2nc3ccccc3o2)CC1
→ -39 | -1 | 7
- Cc1ccc2nc(-c3ccc(N4C(=O)CC(N5CCCC(C)C5)C4=O)cc3)sc2c1 (stereo not drawn)
→ -136 | -5 | -3
- Clc1cccc(-c2cc3nc4c(c(N5CCNCC5)n3n2)CCCC4)c1
→ -30 | -2 | 2
- Cn1c(=O)c2c(nc(CN3CCOCC3)n2Cc2ccccc2)n(C)c1=O
→ 14 | 3 | 8
- CCOC(=O)c1cnn(CCOC(=O)c2cccs2)c1NC(=O)c1cccs1
→ 17 | -6 | -2
- COc1ccccc1N1CCN(C(=O)C2CCN(S(=O)(=O)N3CCOCC3)CC2)CC1
→ -33 | -4 | -2
- COc1cc(C(=O)NC2CCCNC2)cc(OC)c1OC (stereo not drawn)
→ 5 | -6 | 3
- CNC(=O)COc1ncnc2sccc12
→ -36 | 0 | 0
- COc1ccc(/C=C/C(=O)NC(=S)Nc2ccc(S(=O)(=O)Nc3cc(OC)ncn3)cc2)cc1
→ 8 | 0 | -2
- CC1C/C=C/C=C/C=C/C=C/C(O[C@@H]2O[C@H](C)[C@@H](O)[C@H](N)[C@@H]2O)CC2OC(O)(CC(O)CC3OC3/C=C/C(=O)O1)CC(O)C2C(=O)O (stereo partly drawn)
→ 0 | 2 | 1
- CC1CCc2cc(F)ccc2N1C(=O)CCl (stereo not drawn)
→ 4 | -6 | -2
- Cc1ccc(-c2[nH]nc(N)c2N=Nc2cccc(Cl)c2C)cc1
→ -8 | 0 | -1
- COc1ccc(-c2nnc3n2N=C(c2cccc(Br)c2)CS3)cc1OC
→ -21 | 0 | -1
- CN(Cc1ccccc1)c1nc2c(c(=O)[nH]c(=O)n2C)n1CCSc1ncccn1
→ -18 | -6 | -3
- C=CCn1c2ccccc2c2nnc(SCC(=O)Nc3c(C)n(C)n(-c4ccccc4)c3=O)nc21
→ -14 | 6 | 5
- CCS(=O)(=O)NCCc1cc2cc(C)c(C)cc2[nH]c1=O
→ -9 | -4 | -2
- CCn1c(C(=O)N2CCC(C(=O)NCc3ccc4c(c3)OCO4)CC2)cc2sccc21
→ 5 | -8 | 2
- COc1ccccc1CNc1nc(-c2cc(C)n(C)c2C)cs1
→ 3 | -1 | 5
- CC(C)CN1C(=O)/C(=C/c2c(N3CCc4ccccc4C3)nc3ccccn3c2=O)SC1=S
→ -34 | 3 | 1
- CCCN1C(=O)S/C(=C\c2ccc(N3CCOCC3)cc2C)C1=O
→ -33 | 1 | 8
- O=C(CSc1nc2ccc([N+](=O)[O-])cc2s1)c1ccc2ccccc2c1
→ -15 | 5 | 3
- COc1ccccc1C1c2c(oc3ccc(Cl)cc3c2=O)C(=O)N1c1cc(C)on1 (stereo not drawn)
→ -1 | -7 | 0
- CCOC(=O)N1CCC(NC(=O)c2cc3c(-c4ccc(Cl)cc4)nn(C)c3s2)CC1
→ -5 | 8 | 2
- COc1ccc(C2C3=C(CCCC3=O)Nc3nc4ccccc4n32)cc1OC (stereo not drawn)
→ -6 | 0 | 0
- Cc1nnc(-n2ncc(C#N)c2N)c2nn(-c3ccccc3F)c(C)c12
→ -15 | 4 | 4

13 entries already listed, arranged by count of non-hydrogen atoms, falling:
Each structure is followed by: KLF5 inh | IEC-6 cytotox | HSP90 refold inh
- CC1C/C=C/C=C/C=C/C=C/C(O[C@@H]2O[C@H](C)[C@@H](O)[C@H](N)[C@@H]2O)CC2OC(O)(CC(O)CC3OC3/C=C/C(=O)O1)CC(O)C2C(=O)O (stereo partly drawn)
→ 0 | 2 | 1
- C=CCn1c2ccccc2c2nnc(SCC(=O)Nc3c(C)n(C)n(-c4ccccc4)c3=O)nc21
→ -14 | 6 | 5
- COc1ccc(/C=C/C(=O)NC(=S)Nc2ccc(S(=O)(=O)Nc3cc(OC)ncn3)cc2)cc1
→ 8 | 0 | -2
- CC(C)CN1C(=O)/C(=C/c2c(N3CCc4ccccc4C3)nc3ccccn3c2=O)SC1=S
→ -34 | 3 | 1
- CCn1c(C(=O)N2CCC(C(=O)NCc3ccc4c(c3)OCO4)CC2)cc2sccc21
→ 5 | -8 | 2
- CCOC(=O)N1CCC(NC(=O)c2cc3c(-c4ccc(Cl)cc4)nn(C)c3s2)CC1
→ -5 | 8 | 2
- COc1ccc(C2C3=C(CCCC3=O)Nc3nc4ccccc4n32)cc1OC (stereo not drawn)
→ -6 | 0 | 0
- O=C(CSc1nc2ccc([N+](=O)[O-])cc2s1)c1ccc2ccccc2c1
→ -15 | 5 | 3
- CCCN1C(=O)S/C(=C\c2ccc(N3CCOCC3)cc2C)C1=O
→ -33 | 1 | 8
- COc1ccccc1CNc1nc(-c2cc(C)n(C)c2C)cs1
→ 3 | -1 | 5
- CCS(=O)(=O)NCCc1cc2cc(C)c(C)cc2[nH]c1=O
→ -9 | -4 | -2
- CC1CCc2cc(F)ccc2N1C(=O)CCl (stereo not drawn)
→ 4 | -6 | -2
- CNC(=O)COc1ncnc2sccc12
→ -36 | 0 | 0

(listing goes on)
Each structure is followed by: KLF5 inh | IEC-6 cytotox | HSP90 refold inh
- Cc1ccc(C)c2[nH]c(=O)c(C(c3nnnn3C(C)(C)C)N3CC=C(c4ccc(F)cc4)CC3)cc12 (stereo not drawn)
→ -22 | -5 | -3
- COC(=O)[C@@]1(Cc2ccc(OC)cc2)[C@H]2c3cc(C(=O)N4CCCC4)n(Cc4ccc(C)o4)c3C[C@H]2CN1C(=O)c1ccccc1
→ 15 | 0 | 6
- CC(=O)N(/N=C1\Sc2ccccc2C1=O)c1ccccc1
→ -10 | 1 | 11
- CC(C)CC(=O)N[C@H](C(=O)N[C@H](C(=O)N[C@@H](CC(C)C)[C@@H](O)CC(=O)N[C@@H](C)C(=O)N[C@@H](CC(C)C)[C@@H](O)CC(=O)O)C(C)C)C(C)C
→ -12 | 0 | 3
- CN(C)c1ncc(/C=C2/C(=O)NC(=S)N(C3CCCCC3)C2=O)cn1
→ -10 | -6 | -1
- COc1ccc(CNc2nc3c(c(C(F)(F)F)n2)CCCCC3)cc1
→ 21 | 2 | 4
- CC(=O)N1C(=O)/C(=C2\SC(=S)N(NS(=O)(=O)c3ccc(C)cc3)C2=O)c2ccccc21
→ -43 | -5 | -4
- OCCN1CCN(C(c2cccs2)c2ccc3cccnc3c2O)CC1 (stereo not drawn)
→ 83* | 50* | 15
- Cc1nc(-c2ccccc2)sc1-c1nc(-c2cccs2)ncc1S(=O)(=O)c1ccccc1
→ -20 | -4 | 2
- CC(C)C(=O)N1CCN(c2ccc(NC(=O)c3ccc([N+](=O)[O-])o3)cc2Cl)CC1
→ -14 | 6 | 4
- Cc1ccc(-c2ccc(/C=C(\C#N)C(N)=S)o2)c([N+](=O)[O-])c1
→ -11 | -5 | 3
- CN(C)c1ccc(/C=C(\C#N)c2ccccc2)cc1
→ -17 | 74* | 0
- O=S(=O)(O)C1CCNCC1
→ -13 | 0 | 4
- CCOc1ccc(/C(O)=C2\C(=O)C(=O)N(CCN(C)C)C2c2cc(OC)ccc2OC)cc1Cl (stereo not drawn)
→ -20 | 3 | 0
- COc1ccc(-c2noc(-c3cc(Cl)ccc3Cl)n2)cc1OC
→ -14 | 0 | -3
- CCN1C/C(=C\c2cccc(C)c2)c2nc3ccccc3c(C(=O)O)c2C1
→ -14 | 6 | 1
- O=C(CCCn1c(=O)[nH]c2cc(Cl)ccc2c1=O)N1CCN(c2ccc([N+](=O)[O-])cc2)CC1
→ 0 | 1 | -3
- O=C(c1cc(-c2cccnc2)nc2ccc(Br)cc12)N1CCC2(CC1)OCCO2
→ -8 | 2 | 0
- COC(=O)C1=C(NC(=O)C2CCCCC2)CCS1
→ -12 | -1 | 2
- CNS(=O)(=O)c1ccc(NC(=O)c2nc3nc(C)cc(C(F)F)n3n2)cc1
→ -27 | -12 | 2
- CN1C(=O)/C(=C\c2ccccc2)Sc2ccc(C(=O)N3CCN(c4ccccn4)CC3)cc21
→ -5 | -5 | 7
- Cc1nc2ccccc2c2oc(C(=O)N3CCc4ccccc43)cc12
→ -31 | 3 | 6
- COc1ccccc1C(=O)Nc1cccc(-c2cn3ccsc3n2)c1
→ -48 | 3 | 5
- O=C1CSC(c2ccccc2)N1c1nnc(C23CC4CC(CC(C4)C2)C3)s1 (stereo not drawn)
→ -2 | -5 | 0
- COC(=O)c1cc(S(=O)(=O)N2CCOCC2)c(N2CCOCC2)cc1N1CCOCC1
→ -13 | -4 | 1
- O=C1c2ccc(-c3nc4ccccc4o3)cc2C(=O)N1Cc1ccccc1
→ 10 | 6 | 3
- Cc1[nH][nH]c(=O)c1C(c1ccc(-c2ccc(C(=O)O)cc2)o1)c1c(C)[nH][nH]c1=O
→ -32 | -1 | 4
- CC(C)c1ccc(CN2CCN(C(=O)CCl)CC2)cc1
→ -5 | 6 | 1
- CCOC(=O)c1ccc(N2C(=O)CC(N3CCN(C/C=C/c4ccccc4)CC3)C2=O)cc1 (stereo not drawn)
→ -17 | -7 | -1
- Cn1cc2ccc(N)cc2n1
→ -19 | 1 | 6
- Cc1cc(C)n2c(SCC(=O)Nc3ccc(Cl)cn3)nnc2n1
→ 4 | 0 | -2
- CSc1nc(-c2ccco2)nn1C(=O)c1ccc(Cl)cc1
→ -39 | -4 | -1
- COc1ccc(C)cc1NC(=O)c1nc2nc(C)cc(C)n2n1
→ -14 | 1 | -2
- COCC(=O)n1nc(-c2ccc(C)cc2)nc1NCc1ccc(F)cc1
→ -44 | -1 | -6
- Cc1ccc(Nc2nc(N)nc(CN3CCN(C)CC3)n2)cc1C
→ -16 | 1 | 3
- CCOc1ccc(C2/C(=C(/O)c3ccccc3)C(=O)C(=O)N2CCCN(C)C)cc1OC (stereo not drawn)
→ -2 | -1 | 0
- CCN1C/C(=C\c2cccc([N+](=O)[O-])c2)C(=O)/C(=C/c2cccc([N+](=O)[O-])c2)C1
→ -11 | 4 | 2
- COc1ccc(N2C(=O)CCC(C(=O)NCCN3CCOCC3)C2c2ccc(OC)c(OC)c2)cc1 (stereo not drawn)
→ -22 | 6 | 3
- COCCNC(=O)C(c1ccc(F)cc1)N(CC1CCCO1)C(=O)CCC(=O)Nc1ccccn1 (stereo not drawn)
→ -7 | 0 | -6
- CCC1Cc2c(nc3c4c(nc(N5CCOCC5)c(C#N)c24)NC(C)=N3)O1 (stereo not drawn)
→ -19 | 6 | -1

Bioassay records from PubChem BioAssay.
